High-throughput results as filed in PubChem.
HT1080 cytotoxicity = HT1080 cell viability loss – fluorescence readout (AID 620). hit rate 0.42% among 87,000. cytotoxicity, % at 10 µM, or EC50 in µM where a hit was titrated. HT1080 viability, fluorescence; higher % means a stronger effect; in the data active = cytotoxicity above about 50%;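 also: cells exposed to compound overnight then 4 h with Alamar Blue; 0% = vehicle DMSO and 100% = killing control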
* = called active by the depositor.

A first look, 3 compounds:
SMILES,HT1080 cytotoxicity
NC(=O)COc1cccc2cccnc12,-10.2%
O=C(c1ccc(F)cc1)N1C2CCC1CC(O)(c1ccc(F)cc1)C2 (stereo unspecified),0.7%
Cc1ccc(S(=O)(=O)N(C)c2ccc(OCC(=O)O)cc2)cc1,-4.5%

The whole of this part, previewed entries included:
SMILES,HT1080 cytotoxicity
NC(=O)COc1cccc2cccnc12,-10.2%
O=C(c1ccc(F)cc1)N1C2CCC1CC(O)(c1ccc(F)cc1)C2 (stereo unspecified),0.7%
Cc1ccc(S(=O)(=O)N(C)c2ccc(OCC(=O)O)cc2)cc1,-4.5%
Cc1noc(C)c1S(=O)(=O)N1CCCC(C(=O)NC2CCCCC2)C1 (stereo unspecified),6.4%
C=CCC(NCc1ccccc1)c1ccc(C)o1 (stereo unspecified),2.7%
O=C(NCCCn1ccnc1)C1CC2CCC1C2 (stereo unspecified),0.2%
COCCn1c(-c2ccccc2)cnc1N,-14.7%
CCCOc1ccc(-c2nc(OCC)c3ccccc3n2)cc1,-7.7%
COc1ccc(-n2c(COc3cccc4ccccc34)nnc2SCC(=O)NCc2ccco2)cc1,-15.3%
C=CCN1C(=O)C(Cc2ccc(OC)cc2)S/C1=N\N=C\c1cccs1 (stereo unspecified),2.7%
O=C(NC1CCCCC1)C1CC=CCC1C(=O)OCC(Cl)=C(Cl)Cl (stereo unspecified),-9.0%
CCOc1ccc2oc(=O)cc(C)c2c1,-7.3%

As entered above:
Value for COCCn1c(-c2ccccc2)cnc1N under HT1080 cytotoxicity: -14.7%
Value for C=CCN1C(=O)C(Cc2ccc(OC)cc2)S/C1=N\N=C\c1cccs1 (stereo unspecified) under HT1080 cytotoxicity: 2.7%

Next section.
SMILES,HT1080 cytotoxicity
CC(C)C(=O)Nc1sc2c(c1C#N)CCCCC2,2.7%
CCOC(=O)C1=C(Cc2ccc(OC)cc2)C(=O)c2ccccc2C1=O,17.4%
O=C1NN(c2ccccc2)C(=O)/C1=C\c1cccc(OC(=O)c2cccs2)c1,9.6%
Cc1cc(C)nc(-n2nc(C)c3c(C(F)(F)F)cc(=O)[nH]c32)n1,0.9%
O=C(NCc1ccco1)C1(c2ccc(Br)cc2)CCCC1,4.2%
Cn1nc(-c2ccccc2F)c2cc(C(=O)Nc3ccc4c(c3)OCCO4)sc21,7.7%
CCCCNS(=O)(=O)c1ccc(OC)c(C)c1,-3.7%
O=C(Nc1ccc(F)cc1)c1ccccc1,-8.9%
Cc1ccccc1OCC(=O)N/N=C/c1cccn1C,-2.0%
O=C(NCc1ccc2c(c1)OCO2)c1cc2ccccc2oc1=O,-3.3%
COC(=O)c1ccc(C23CC4(C2)[C@H](CN(Cc2ccc(-c5ccccc5)cc2)[C@@H]4c2ccccc2)C3c2ccc(Cl)nc2)cc1 (stereo partly specified),3.6%
CN(C)CCCNCCCNC(=O)/C=N/O,5.2%
CC1=C(C(=O)OCc2ccccc2)C(c2ccccc2OS(=O)(=O)c2ccccc2[N+](=O)[O-])NC(=O)N1CCCC(=O)O (stereo unspecified),-5.1%
CC(Sc1ccc(Cl)cc1)C(=O)Nc1ccc(S(=O)(=O)N2CCOCC2)cc1 (stereo unspecified),4.0%
Cc1ccc(NC(=O)CCSc2nnc(C)s2)cc1,-8.1%
COc1ccc(-c2nc(CN3CCCC(C(=O)NC4CCCC4)C3)c(C)o2)cc1 (stereo unspecified),19.0%
CCC1SC2=NC(C)=C(C(=O)OCC(C)C)C(/C=C/c3ccccc3OC)N2C1=O (stereo unspecified),-17.8%
COCCn1c(C)cc2c(c1=O)C(c1ccco1)C(C#N)=C(N)O2 (stereo unspecified),18.8%
c1ccc2c(c1)Cc1cc3ccccc3nc1-2,-7.2%
CN(C)c1ccc(CNC(=O)[C@@]2(C)C=C[C@@H](Cc3ccccc3)N2C)cc1,7.4%
O=C(Nc1ccc(Cl)cc1)Nc1cccnc1,7.5%
CC(=O)C1=C(O)C(=O)N(c2ccc(S(N)(=O)=O)cc2)C1c1ccc([N+](=O)[O-])cc1 (stereo unspecified),-6.5%
O=C(CCN1CCOCC1)c1ccc2c(c1)OCCO2,-11.3%
CCSc1nnc(-c2ccncc2)o1,-6.6%
Cn1c(O)c(C(C#N)=C2N=c3ccccc3=N2)c2ccccc21,-31.6%
COC(=O)c1ccc(NC(=O)CNS(=O)(=O)c2cccs2)cc1,3.1%
O=C(COC(=O)c1cnccn1)NCc1ccccc1,-8.9%
Cn1nc(-c2ccccc2)c(-c2nc(-c3ccccc3Cl)no2)c1Cl,14.0%
CCOC(=O)Cc1c(C)nc2c(-c3ccc(Cl)cc3)c(C)[nH]n2c1=O,-0.9%
O=C(CCN1C(=O)c2ccccc2C1=O)Nc1cc(F)ccc1F,-1.3%
Cc1cccc(Nc2nc(-c3cccs3)cs2)n1,-8.0%
CCOc1ccc(C(O)Cc2nc3ccccc3n2C)cc1 (stereo unspecified),-5.8%
O=C(Cc1ccccc1)Nc1scc(-c2ccccc2)c1C(=O)N1CCOCC1,-0.8%
C[N+]1(CC(=O)Nc2ccc(F)cc2)CCN(C(=O)c2ccco2)CC1,15.7%
Cc1cc2ncn(C(=O)N3CCCCCC3)c2cc1C,-0.1%
COc1ccc(C2NC(=O)N(CCCC(=O)O)C(C)=C2C(=O)OCc2ccccc2)cc1 (stereo unspecified),-17.0%
O=C1CSC(c2ccccn2)N1c1ccc2ccccc2c1 (stereo unspecified),5.2%
O=C(c1ccco1)N1CCN(Cc2nc3ccc([N+](=O)[O-])cc3c(=O)n2-c2ccccc2F)CC1,-1.6%
CCN(CC)CCNC(=O)C1c2ccccc2C(=O)N(CCOC)C1c1ccc(F)cc1 (stereo unspecified),5.8%
CC(=NC1CC1)C1=C(O)c2ccccc2C1=O,17.4%
COc1ccc2nc(N)sc2c1,-17.0%
COc1ccc(N/N=C(\C=N\O)C(=O)c2ccc(OC)cc2)cc1,59.0%*
COc1ccccc1C(c1nnnn1Cc1ccccc1)N1CCN(C2CCCC2)CC1 (stereo unspecified),-6.3%
CCOCCc1nnc(N)s1,-3.9%
O=C(CSc1nnc(-c2ccco2)n1Cc1ccco1)NCc1ccccc1,1.0%
Cc1ccc(NC(=O)CN2CCN(CCN=CC3=C(O)CC(C)(C)CC3=O)CC2)cc1,-2.9%
C=C1C(=O)C=C2CN(C(=O)c3ccccc3)[C@@](Cc3ccc(OC)cc3)(C(=O)OC)[C@@H]12,-16.8%
COc1ccc(N(C(=O)c2ccco2)S(=O)(=O)c2cccc([N+](=O)[O-])c2)cc1,13.1%
Cc1nn(Cc2n[nH]c(=S)n2Cc2ccccc2)c(C)c1Cl,-7.0%
N#Cc1c(NCCCO)nc(-c2ccco2)c2c1CCCC2,29.7%
O=C(c1ccc2c(=O)n(Cc3ccco3)c(=S)[nH]c2c1)N1CCN(Cc2ccccc2)CC1,22.5%
Cc1ccc(-n2c(-c3ccccc3)nnc2-c2cccs2)cc1,2.1%
COc1ccc(S(=O)(=O)N(C)CC(=O)Nc2ccc(C(F)(F)F)cc2)cc1Cl,-12.4%
COc1c(O)c(O)cc2c1oc1c3ccccc3oc(=O)c21,12.7%
CC(C)NC(=O)C1(c2ccccc2)CCOCC1,-13.3%
COc1ccc(N2CCN(C(=N)/C(C(C)=O)=C(\C)O)CC2)cc1,-10.4%
COC(=O)[C@@]1(Cc2ccc(OC)cc2)[C@H]2c3cc(C(=O)N4CCCC4)n(CCSCCO)c3C[C@H]2CN1C(=O)c1ccccc1,-19.9%
CC(C)NC(=O)CN1C(=O)NC(CCc2ccccc2)C1=O (stereo unspecified),3.0%
CC1CCCCC1NC(=O)C(=O)NCC1CCCO1 (stereo unspecified),7.0%
CCCCCCCCC(=O)Nc1cc(C)ccc1OC,-4.5%

(further entries)
SMILES,HT1080 cytotoxicity
CC(C)(C)Cc1nc2ccccc2n1CCc1ccccc1,-15.8%
O=C(Oc1ccc2c(=O)c(Oc3ccc4ccccc4c3)coc2c1)c1ccco1,-15.5%
COc1ccc(NC(=O)C2CCCN2C(=O)Nc2ccccc2)cc1OC (stereo unspecified),-4.8%
Cc1ccc(S(=O)(=O)NC2CCCc3ccccc32)cc1C (stereo unspecified),11.1%
c1ccc(CN2CCN(c3nc4ccccc4c4ccccc34)CC2)cc1,7.4%
CCCCSc1nnc2c(n1)OC(C(=O)c1ccccc1)Nc1ccccc1-2 (stereo unspecified),0.2%
CC1CCCCN1C(=O)Cn1cc(C#N)c2ccccc21 (stereo unspecified),-10.1%
O=C(CCN1CCCCC1)c1ccccc1,-12.9%
COc1ccc(-c2nnc(SCC(=O)N3CCOCC3)n2C)cc1OC,1.7%
CCC1CCCCN1CCNC(=O)CCS(=O)(=O)c1ccc(Br)cc1 (stereo unspecified),-28.5%
COc1ccc(CCNC(=O)CCS(=O)(=O)c2ccc(C)cc2)cc1OC,-5.1%
CCCCC(CCC(=O)Nc1nccs1)C(=O)O (stereo unspecified),-4.0%

Part of the list above in order of SMILES length, highest first:
SMILES,HT1080 cytotoxicity
O=C(Oc1ccc2c(=O)c(Oc3ccc4ccccc4c3)coc2c1)c1ccco1,-15.5%
COc1ccc(N/N=C(\C=N\O)C(=O)c2ccc(OC)cc2)cc1,59.0%*
O=C1CSC(c2ccccn2)N1c1ccc2ccccc2c1 (stereo unspecified),5.2%
O=C(CCN1CCOCC1)c1ccc2c(c1)OCCO2,-11.3%

The listing continues:
SMILES,HT1080 cytotoxicity
O=C(O)C1CC(=O)N(CCc2ccccc2)C1 (stereo unspecified),11.3%
CCC/C=C(\CCC)C(NS(=O)(=O)c1cccc2cccnc12)c1ccc(-c2ccccc2)cc1 (stereo unspecified),-26.3%
Cc1ccc(Nc2nnc(SCc3ccccc3)s2)cc1,2.8%
CCN1C(=O)/C(=C\N2CCOCC2)SC1=S,-14.8%
O=C(COC(=O)c1cccnc1Cl)c1ccccc1,-16.0%
Cc1cccc(-c2noc(CCC(=O)NCc3ccco3)n2)c1,7.3%
O=C1CC(c2cccc(Cl)c2)C(n2cncn2)C(=O)C1C1NCCc2ccccc21 (stereo unspecified),9.4%
CCOC(=O)NCc1ccc(S(=O)(=O)Nc2ccc(C)cc2)cc1,-0.3%
COc1cc(/C=C2/N=C(C3CCCCC3)OC2=O)cc(OC)c1OC,-3.5%
Cc1ccc(CN2CCN(CC3CC4C=CC3C4)CC2)cc1 (stereo unspecified),-11.0%
Cc1ccccc1NC(=O)C1(C)Cc2ccccc2C(=O)O1 (stereo unspecified),11.0%
Cc1ccc(NC(=O)Cn2cnc3sc(C(=O)NCCN(C)C)c(C)c3c2=O)cc1Cl,-3.5%
CCCCCCn1c(C)nc2c(c1=O)c1nc3ccccc3nc1n2/N=C/c1ccco1,11.0%
COCCCNc1cc(C)nc2ccccc12,-20.5%
CCN(CC)C(=O)Cn1c(=O)n(-c2ccccc2)c(=O)c2c3c(sc21)CCC3,4.0%
Cc1cccc(/C=N/n2c(C)cc(C)c(C#N)c2=O)c1,9.9%
CCC(O)CNc1nc(-n2nc(C)cc2C)nc2sc3c(c12)CC(C)(C)OC3 (stereo unspecified),-1.8%
Cc1sc2ncnc(N3CCC(C)CC3)c2c1C,-24.6%
CCCCC1=NN(C(=O)c2cocc2C)C(O)(C(F)(F)F)C1 (stereo unspecified),6.9%
O=C(O)CCCCCN1C(=O)C2CCCCC2C1=O (stereo unspecified),-2.3%
CCOc1ccccc1NC(=O)COn1nnc2ccccc21,-9.3%
CCc1nnc(NC(=O)[C@@H]2CCCN2S(=O)(=O)c2ccc3c(c2)OCCO3)s1,-7.6%
Cn1c(=O)c2c(nc(N3CCOCC3)n2CCNC2=NCCC2)n(C)c1=O,-2.6%
CCCn1nc(Oc2nc(NCC)nc(NCC)n2)ccc1=O,-0.2%

4 entries from above, field by field:
O=C(O)CCCCCN1C(=O)C2CCCCC2C1=O (stereo unspecified)
  HT1080 cytotoxicity = -2.3%

CCOc1ccccc1NC(=O)COn1nnc2ccccc21
  HT1080 cytotoxicity = -9.3%

CCc1nnc(NC(=O)[C@@H]2CCCN2S(=O)(=O)c2ccc3c(c2)OCCO3)s1
  HT1080 cytotoxicity = -7.6%

Cn1c(=O)c2c(nc(N3CCOCC3)n2CCNC2=NCCC2)n(C)c1=O
  HT1080 cytotoxicity = -2.6%

Going on with the list:
SMILES,HT1080 cytotoxicity
CCOC(=O)C1C(=O)OC2(CCCCC2)C1C(=O)OCC (stereo unspecified),-10.9%
COc1cccc(N(C(=O)c2cnccn2)C(C(=O)NC2CCCCC2)c2ccc(Cl)cc2)c1 (stereo unspecified),-7.0%
COC(=O)[C@@]1(Cc2ccccc2)[C@H]2c3cc(C(=O)N4CCCC4)n(Cc4ccc(C(F)(F)F)nc4)c3C[C@H]2CN1C(=O)c1ccccc1,-3.6%
COc1ccccc1CCN1C(=S)NC(C)(C)CC1(C)O (stereo unspecified),-4.1%
COc1ccc(NC(=O)CN2CCN(C(=O)c3ccco3)CC2)c(OC)c1,-14.8%
C=CCNC(=O)CSc1nc2cc(C(=O)OCC)ccc2n1CC,-18.5%
O=C1c2cnccc2CN1Cc1ccccc1,28.6%
Cc1ccc(NC(=O)CSc2nnc(Cn3cnc4ccccc43)o2)c(C)c1,7.8%
Cc1cc(SCC(=O)Nc2ccccc2C)nc(C)n1,-12.8%
CCOC(=O)Nc1ccc2c(c1)OCO2,11.8%
CCN(c1ccccc1)S(=O)(=O)c1ccc(C(=O)Nc2nccs2)cc1,6.0%
CC1CC(C)CN(c2ccc(C(=O)OCC(=O)NC3CCCc4ccccc43)cc2[N+](=O)[O-])C1 (stereo unspecified),-6.7%
CN(C)S(=O)(=O)c1cccc(NC(=O)COC(=O)CCc2nc3ccccc3s2)c1,3.8%
CCOc1ccc(NC(=O)[C@@H](NC(=O)c2ccccc2)[C@@H](C)CC)cc1,-7.0%
COCCNC(=O)[C@H](C)[C@H]1C[C@]1(C)[C@H](NC(=O)OCc1ccccc1)c1ccccc1,-7.0%

Only part of the results is shown; rates above refer to the full screens.
